Bfl-1 Bim block – human Bim-Bfl-1 interaction inhibition; 190,000 compounds, 0.12% hits; AID 1008; Q16548; inhibition, % at 10 µM; Bead-based flow cytometry, Bim-Bfl-1 binding inhibition;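 also: 0% = wells without compound plus tracer and 100% = blocker peptide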
Bim-Bcl-B – disrupts Bim peptide binding to human Bcl-B | bead-based flow cytometry | inhibition, % at 10 µM | 190,000 compounds, 0.073% hits;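 also: 0% = tracer peptide without compound and 100% = reference inhibitor peptide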
Target sequence (Q9HD36 whole entry, looked up): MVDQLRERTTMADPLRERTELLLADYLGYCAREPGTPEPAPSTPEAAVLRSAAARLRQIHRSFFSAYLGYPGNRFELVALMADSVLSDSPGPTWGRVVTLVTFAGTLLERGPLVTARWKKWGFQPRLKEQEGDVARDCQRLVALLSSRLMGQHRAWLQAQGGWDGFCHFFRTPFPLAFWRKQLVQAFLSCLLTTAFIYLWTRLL
GSH fluor – compound fluoresces at 488/530 nm on GSH beads | GSH beads flow cytometry, compound fluorescence 488/530 nm; stronger effect = higher value | fluorescence (KMESF) at 10 µM | 190,000 compounds, 0.25% hits; in the data active = fluorescence above about 89;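 also: glutathione beads carrying GST-tagged Bcl family fusion proteins plus one bare bead set; values are compound well signal with DMSO vehicle wells as background; inactives centre near 16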
ABCB1 inh – blocks JC-1 efflux by human ABCB1 transporter. CCRF-Adr cells, flow cytometry. inhibition, % at 6.6 µM. 190,000 compounds, 0.067% hits; in the data active = inhibition above about 40%;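 also: 0% = vehicle and 100% = reference inhibitor; higher value means more JC-1 retained so stronger ABCB1 efflux block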
RGS4-Gao reg – modulates binding of RGS4 to human Galphao; P09471; 220,000 compounds, 0.33% hits; Multiplexed bead flow cytometry; actives lie on both sides; AID 1415; binding response (% of control), % at 10 µM; in the data active = binding response below about 49% or above about 150%; inactive = in between;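 also: fluorescent Galphao activated with aluminum fluoride binding bead-coupled RGS4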
RGS7-Gao – human RGS7-Galphao interaction regulation. Multiplexed bead flow cytometry, RGS7-Galphao binding; actives lie on both sides. binding response (% of control), % at 10 µM. 220,000 compounds, 0.35% hits. AID 1439; in the data active = binding response below about 49% or above about 150%; inconclusive = no clear call, values can overlap the other calls; inactive = in between;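 also: fluorescent Galphao held in activated GDP-AlF4 state binding bead-coupled RGS7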
ABCG2 inh – blocks JC-1 efflux by human ABCG2 transporter. Q9UNQ0. IgMXP3 cells, flow cytometry. inhibition, % at 6.6 µM. 190,000 compounds, 0.1% hits. AID 1325;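 active = inhibition above 80%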;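 also: 0% = DMSO and 100% = nicardipine control wells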
Target sequence (Q9UNQ0 whole entry, looked up): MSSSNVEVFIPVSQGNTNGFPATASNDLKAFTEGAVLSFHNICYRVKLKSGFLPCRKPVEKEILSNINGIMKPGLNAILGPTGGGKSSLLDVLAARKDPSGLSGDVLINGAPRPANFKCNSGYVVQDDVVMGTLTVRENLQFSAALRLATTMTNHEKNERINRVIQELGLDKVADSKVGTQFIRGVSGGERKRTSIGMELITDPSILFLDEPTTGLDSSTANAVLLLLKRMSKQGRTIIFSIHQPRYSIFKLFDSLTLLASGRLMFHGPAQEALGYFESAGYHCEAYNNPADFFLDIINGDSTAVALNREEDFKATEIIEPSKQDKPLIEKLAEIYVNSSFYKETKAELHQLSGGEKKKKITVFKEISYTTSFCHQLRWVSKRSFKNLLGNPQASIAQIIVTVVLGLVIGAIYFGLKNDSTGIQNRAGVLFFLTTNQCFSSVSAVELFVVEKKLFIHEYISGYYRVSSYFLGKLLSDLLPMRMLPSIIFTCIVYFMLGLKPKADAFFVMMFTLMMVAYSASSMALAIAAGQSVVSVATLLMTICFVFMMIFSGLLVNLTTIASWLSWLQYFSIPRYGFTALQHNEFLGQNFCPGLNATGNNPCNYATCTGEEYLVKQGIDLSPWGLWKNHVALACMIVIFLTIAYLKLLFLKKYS
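Measure – % inhibition of efflux relative to nicardipine and DMSO · Test system – ABCG2 IgMXP3 and barcoded ABCB1 CCRF-Adr cell mix · Control set – nicardipine as high control, DMSO as low control · Compound – one concentration, 6.6 µM final · Signal – flow cytometry of retained JC-1 fluorescence · Timing – 10 min exposure at 25 °C with rotation, no wash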
RGS8-Gao – modulates binding of RGS8 to human Galphao; P09471; multiplexed bead flow cytometry; actives lie on both sides; response (percent of control binding), % at 10 µM; 220,000 compounds, 0.34% hits; AID 1423; in the data active = response below about 60% or above about 140%; inactive = in between;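 also: Galphao activated as the GDP aluminium fluoride complex binding bead-coupled RGS8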
Bim-Bcl-2 – human Bim-Bcl-2 interaction inhibition; P10415; Bead-based flow cytometry, Bim peptide-Bcl-2 binding; inhibition, % at 10 µM; 190,000 compounds, 0.06% hits; in the data active = inhibition above about 40%; inconclusive = no clear call, values can overlap the other calls;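 also: 0% = no compound wells with probe peptide and 100% = reference peptide inhibitor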
Bcl-XL Bim block – inhibitors of Bim-Bcl-XL interaction, human | Q07817 | AID 1007 | 190,000 compounds, 0.04% hits | Bim peptide-Bcl-XL binding, bead flow cytometry, fluorescence | inhibition, % at 10 µM
Bim-Bcl-W – disrupts Bim peptide binding to human Bcl-W | Q92843 | bead-based flow cytometry | inhibition, % at 10 µM | 190,000 compounds, 0.02% hits | AID 952;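 also: 0% = bound tracer without compound and 100% = peptide blocker; higher means less fluorescent Bim peptide bound to Bcl-W beads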
* marks the source's active call; other numbers are inactive results; ? = inconclusive. Rule as the data show it, unless noted: active = inhibition above about 40%.

Structure	Bfl-1 Bim block	Bim-Bcl-B	GSH fluor	ABCB1 inh	RGS4-Gao reg	RGS7-Gao	ABCG2 inh	RGS8-Gao	Bim-Bcl-2	Bcl-XL Bim block	Bim-Bcl-W
O=C(COCC(=O)N/N=C/c1ccc(F)cc1)N/N=C/c1ccc(F)cc1	-4	13	8	0.5	99	100	19	99	7	-1	-13
S=C(Nc1ccc2cn[nH]c2c1)Nc1ccccc1Cl	0	-9	11	-0.1	99	101	11	100	-3	-10	-2
COC(=O)c1oc2ccc(Cl)cc2c1N	-1	0	52	0.2	102	98	2	96	0	1	1
CCC(C)(c1nnnn1-c1c(C)cccc1C)N(N=O)c1ccccc1Cl (stereo not drawn)	-3	-6	12	0.9	104	100	20	103	-4	-4	-5
O=C(N/N=C/c1cccc(F)c1)c1c(O)c2ccccc2[nH]c1=O	8	10	9	-0.6	96	92	-3	97	7	6	5
O=C1c2ccccc2C(O)N1Cc1ccco1 (stereo not drawn)	-10	-7	27	0.1	96	94	0	98	-8	0	-1
O=C(OCc1ccccc1)/C(=C/c1ccc(Cl)cc1)NC(=O)c1ccccc1Cl	-9	-6	32	0.2	104	115	0	104	-4	-3	0
O=C(CN1CCN(Cc2ccc(F)cc2)C1=O)NCc1cccs1	-9	-3	21	-2.2	103	103	-3	104	-4	-2	1

Part of the list above in order of count of non-hydrogen atoms, highest first:
Structure	Bfl-1 Bim block	Bim-Bcl-B	GSH fluor	ABCB1 inh	RGS4-Gao reg	RGS7-Gao	ABCG2 inh	RGS8-Gao	Bim-Bcl-2	Bcl-XL Bim block	Bim-Bcl-W
O=C(OCc1ccccc1)/C(=C/c1ccc(Cl)cc1)NC(=O)c1ccccc1Cl	-9	-6	32	0.2	104	115	0	104	-4	-3	0
S=C(Nc1ccc2cn[nH]c2c1)Nc1ccccc1Cl	0	-9	11	-0.1	99	101	11	100	-3	-10	-2
COC(=O)c1oc2ccc(Cl)cc2c1N	-1	0	52	0.2	102	98	2	96	0	1	1

(continued)
Structure	Bfl-1 Bim block	Bim-Bcl-B	GSH fluor	ABCB1 inh	RGS4-Gao reg	RGS7-Gao	ABCG2 inh	RGS8-Gao	Bim-Bcl-2	Bcl-XL Bim block	Bim-Bcl-W
COc1cccc(OC)c1C(=O)Nc1c(C)n(C)n(-c2ccccc2)c1=O	-1	0	23	0.7	107	106	3	106	0	1	-1
COc1ccc(CCNC(=O)Cn2nnc(-c3ccc(OC)c(OC)c3)n2)cc1OC	-3	-2	9	0.8	106	105	3	106	1	-1	-1
O=C(COc1ccc(Cl)cc1Cl)OCn1nnc2ccccc2c1=O	-1	0	18	0.1	99	100	1	100	2	-9	-8
CCn1cc(C(C)NC(=O)COc2ccc(Cl)cc2C)c(C)n1 (stereo not drawn)	-7	-4	8	0.5	98	96	1	99	-2	-3	1
CC(=O)Nc1cc(C(=O)O)ccc1S(=O)(=O)c1ccc(Cl)cc1	-3	-5	16	0.1	99	98	0	90	-3	-2	-4
CCOC(=O)c1sc(NC(=O)c2ccccc2OC)nc1C	-8	-4	19	-1.9	98	104	-3	103	-6	-1	0
Cc1cc(C)nc(-n2nc(C)c3c(C)c(C)c(C)nc32)n1	-8	-1	24	-4.8	115	107	-6	112	-6	3	1
COc1ccccc1N1CCN(C(=O)/C=C/c2ccco2)CC1	0	-3	15	-0.1	99	103	0	101	-1	-6	-5
CC(=O)c1cccc(NC(=S)NC(=O)c2ccc(C)cc2)c1	4	-3	41	0.8	100	105	5	98	-2	1	-6
CCCNC(=S)N1CCN(Cc2ccc3c(c2)OCO3)CC1	-5	-5	11	1.2	103	104	19	104	-6	-1	-1
CNS(=O)(=O)c1ccc(NC(=O)c2ccccn2)cc1	0	-5	4	0.4	102	100	16	102	0	-6	-1
CCOc1ccccc1NC(=O)Cc1coc2ccc(C)cc12	-1	-6	14	0.6	98	?	22	99	0	0	3
CCCOc1ccc(/C=N/Nc2cccc([N+](=O)[O-])c2)c(O)c1	1	0	8	-0.8	99	97	-3	104	3	-3	0
Cc1cc(OCCN2CCCC2)ccc1C(C)C	-5	-5	24	0.2	106	107	3	119	-3	-12	-2
Cc1ccc(/C=N/c2sc(Cc3ccccc3)c(C)c2C(N)=O)o1	6	-31	16	0.2	97	99	-6	90	-5	-14	-11
c1ccc(-c2csc3ncnc(NCC4COc5ccccc5O4)c23)cc1 (stereo not drawn)	1	-5	11	1.5	92	97	11	93	-4	-8	-4

By substructure, the compounds so far with a thiophene ring, fused or not.
Structure	Bfl-1 Bim block	Bim-Bcl-B	GSH fluor	ABCB1 inh	RGS4-Gao reg	RGS7-Gao	ABCG2 inh	RGS8-Gao	Bim-Bcl-2	Bcl-XL Bim block	Bim-Bcl-W
O=C(CN1CCN(Cc2ccc(F)cc2)C1=O)NCc1cccs1	-9	-3	21	-2.2	103	103	-3	104	-4	-2	1
Cc1ccc(/C=N/c2sc(Cc3ccccc3)c(C)c2C(N)=O)o1	6	-31	16	0.2	97	99	-6	90	-5	-14	-11
c1ccc(-c2csc3ncnc(NCC4COc5ccccc5O4)c23)cc1 (stereo not drawn)	1	-5	11	1.5	92	97	11	93	-4	-8	-4

Continuation:
Structure	Bfl-1 Bim block	Bim-Bcl-B	GSH fluor	ABCB1 inh	RGS4-Gao reg	RGS7-Gao	ABCG2 inh	RGS8-Gao	Bim-Bcl-2	Bcl-XL Bim block	Bim-Bcl-W
Cc1c(Cl)c(-c2n[nH]c(=S)n2-c2ccc(F)cc2)nn1C	2	-26	50	0.6	86	100	3	90	-6	9	0
Cc1cc(C)n(-c2nc3ccccc3nc2N2CCCC2)n1	-19	-6	36	6.8	104	103	23	103	-9	-8	0
CCCNC(=O)c1cccc(COCC(F)(F)C(F)F)c1	-20	-10	37	-0.1	99	99	17	99	-8	-6	-4
CCC(C(=O)NC1CCCC1)n1c(SCc2cccc(C)c2)nc2ccncc21 (stereo not drawn)	-2	-10	13	-0.4	102	105	2	96	-5	-9	-4
C=CCCC(=O)Nc1nc(C)c(-c2csc(Nc3cc(Cl)ccc3OC)n2)s1	-6	-5	22	-0.8	101	97	-2	99	-1	-2	2
Cc1c(C#N)sc2nc(-c3ccccc3)nc(N3CCCC3)c12	-10	-5	27	2.3	113	107	11	101	-9	-9	0
COC(=O)c1ccc(C2NC(=O)NC(C)=C2C(=O)N(C)C)cc1 (stereo not drawn)	-11	-8	22	0.5	98	99	1	98	-10	-2	2
O=C(c1ccccc1)N1CCC(c2nc3c(nnn3Cc3ccccc3Cl)c(=O)[nH]2)CC1	-17	-10	35	0.5	91	96	18	96	-6	-4	4

The list goes on.
Compound	Bfl-1 Bim block	Bim-Bcl-B	GSH fluor	ABCB1 inh	RGS4-Gao reg	RGS7-Gao	ABCG2 inh	RGS8-Gao	Bim-Bcl-2	Bcl-XL Bim block	Bim-Bcl-W
O=C(COC(=O)CCc1c[nH]c(=O)[nH]1)Nc1cccc(Cl)c1	0	2	24	-0.2	101	99	0	104	-2	-2	-1
CCOC(=O)c1cn(CC(=O)Nc2cccc(F)c2)nn1	-4	2	21	-0.6	99	101	0	101	2	-1	-1
O=C(Nc1ccc(F)cc1)N1CCN(c2ncccn2)CC1	-3	1	10	0.2	96	98	2	101	5	2	13
O=C(NCCSCc1ccco1)Nc1ccc(Cl)cc1	-1	-3	11	1.0	100	101	12	102	-1	-5	-2
CC(C)(C)c1ccc(C(=O)c2c[nH]c(C(=O)NCCCn3ccnc3)c2)cc1	-2	2	30	0.1	98	96	1	103	1	4	1
COc1ccc(NC(C)C(=O)Nc2cc(C(F)(F)F)ccc2N2CCOCC2)c(OC)c1 (stereo not drawn)	-10	-5	9	2.4	98	100	0	102	-7	-6	-3
Nc1nc(CN2CCN(c3ccccc3)CC2)nc(N2CCCc3ccccc32)n1	-9	-8	26	-0.1	100	97	-1	101	-3	-4	0
CC1=C(C(=O)Nc2ccccn2)C(c2ccc(Br)cc2)NC(=S)N1 (stereo not drawn)	0	-13	9	-0.2	101	102	-1	105	-2	-8	-6
COC(=O)c1ccc(OC)cc1OCC(=O)N1CCN(c2ccc(F)cc2)CC1	0	0	10	-0.7	103	102	-2	102	-5	0	2
COc1ccc(-c2n[nH]c(=S)n2-c2ccc3c(c2)OCCO3)cc1	1	-18	10	0.7	101	107	2	94	-1	-8	0
COc1cc(OC)c2c(OC)cccc2n1	-14	-6	16	0.7	104	102	11	102	-6	-6	-1
O=C(NC1CCCCC1)c1cccnc1C(=O)O	-14	-6	9	0.1	82	90	3	95	-8	0	-4
CN(C)S(=O)(=O)c1ccc(N2CCCC2)c(C(=O)NCc2ccc(Cl)cc2)c1	0	4	16	0.6	100	103	1	99	0	-3	0
Cc1[nH]c2ccccc2c1/C=C(\C#N)S(=O)(=O)c1ccccc1	0	-2	49	1.1	89	96	5	85	-4	-6	0
CC(=O)c1sc(NC(=O)c2ccccc2C)nc1C	-7	-6	13	-1.8	99	97	33	99	-3	-1	-2
CCCCOc1cccc(C(=O)NC(=S)Nc2cccc(NC(=O)c3ccccc3Cl)c2)c1	-14	-4	12	-0.7	102	108	-6	100	-6	-3	-1
